# Runt-CBFb FRET = Runt domain-CBFb interaction inhibition. Q01196+Q13951. Cerulean-Runt/Venus-CBFb FRET ratio 530/480, 1 h. inhibition, % at 20 µM. hit rate 0.46% among 220,000;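 active means inhibition over about 50% at 20 µM in the single-dose screen, limit read from the data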;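 further: 0% = DMSO wells and 100% = excess unlabeled CBFb competitor control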
#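 Assay system: Cerulean-Runt domain fusion protein, energy donor; Signal: fluorescence energy transfer, 422 nm excitation, 530/480 nm emission; Timing: 1 h compound exposure, room temperature; Control set: unlabeled CBFb; Medium: Tris buffer pH 7.5 with salts and BSA; Compound: single test concentration of 20 µM, 1% DMSO final; Probe or stimulus: Venus-CBFb 100 nM.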
# Mdm2 ligase inh = blocks human Mdm2 ubiquitin ligase activity. Q00987. cell-based MDM2 ubiquitination luciferase reporter, 2 h; 0 = plate control, 100 = twice control, blank-subtracted. signal enhancement, % at 5 µM. hit rate 0.11% among 210,000;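 active means signal enhancement of 30% or more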;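 further: luminescence tracks abundance of the self-degrading MDM2-luciferase fusion protein; higher signal means inhibition of MDM2 E3 ligase activity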
# Target sequence (Q00987 whole entry, looked up, the tested form may be a part): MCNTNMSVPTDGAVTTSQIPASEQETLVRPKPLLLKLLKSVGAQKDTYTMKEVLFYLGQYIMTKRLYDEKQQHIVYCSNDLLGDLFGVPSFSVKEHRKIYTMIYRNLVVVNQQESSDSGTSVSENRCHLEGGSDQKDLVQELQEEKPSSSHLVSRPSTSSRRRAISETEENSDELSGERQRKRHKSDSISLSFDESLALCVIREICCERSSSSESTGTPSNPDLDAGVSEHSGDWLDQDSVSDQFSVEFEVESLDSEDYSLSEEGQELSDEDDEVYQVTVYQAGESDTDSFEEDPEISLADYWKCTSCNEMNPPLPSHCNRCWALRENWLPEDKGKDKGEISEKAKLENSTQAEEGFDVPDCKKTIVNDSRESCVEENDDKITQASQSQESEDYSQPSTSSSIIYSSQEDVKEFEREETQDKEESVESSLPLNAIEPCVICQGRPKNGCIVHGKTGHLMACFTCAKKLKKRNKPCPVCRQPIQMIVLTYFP
#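 Material: Stable MDM2–luciferase fusion reporter cells | Amount: 2000 cells seeded into each well | Dosing: One concentration, 5 µM, with 0.2% DMSO | Incubation: 4 h cell settling then 2 h compound exposure, 37 °C | Measured by: Luciferase luminescence | Read-out basis: % enhancement relative to plate controls after blank subtraction | Benchmarks: Control and blank well means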
# Hck-Nef inh = blocks Nef-activated human Hck kinase; P08631; Recombinant Hck-YEEI plus Nef, Z-Lyte FRET kinase assay; inhibition, % at 20 µM; hit rate 0.68% among 220,000;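 active means Hck-Nef kinase inhibition above about 50%, limit read from the data; inactive means inhibition below that limit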;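 further: 0% = DMSO with Hck plus Nef and 100% = Hck alone without Nef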
# EBV gp42 block = inhibitors of Epstein-Barr virus glycoprotein 42. Fluorescence polarization binding assay, mP read-out. inhibition, % (tested at 21.74 µM). hit rate 0.42% among 220,000. AID 1085; in the data active means inhibition above about 50%
# L929 necroptosis = blocks zVAD induced death of L929 cells; viability rescue, % at 10 µM; hit rate 0.38% among 220,000; L929 zVAD necroptosis rescue, ATP luminescence, 24 h; with zVAD 60 µM;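 active means activation, scaled between plate controls, above about 75%, limit read from the data; inactive means activation under that limit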;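 further: 0% = zVAD with DMSO and 100% = DMSO alone without zVAD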
# 14-3-3 Bad inh = disrupts binding of bovine 14-3-3 zeta to phospho-Bad peptide | P63103 | TR-FRET 14-3-3zeta/Dy647-pBad peptide displacement, 1 h | hit rate 0.71% among 220,000 | inhibition, % at 21.7 µM;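 active means inhibition above about 70%, limit read from the data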;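 further: 0% = full 14-3-3 plus peptide FRET controls and 100% = background without 14-3-3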
# NCF1 inh = p47phox (human) inhibition. inhibition, % at 24.7 µM. P14598. p47phox/p22phox peptide binding, fluorescence polarization, 2 h. hit rate 0.53% among 220,000;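 active means inhibition above about 30%, limit read from the data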;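 further: 0% = p47phox with labelled peptide and 100% = labelled peptide alone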
# Target sequence (P14598 whole entry, looked up): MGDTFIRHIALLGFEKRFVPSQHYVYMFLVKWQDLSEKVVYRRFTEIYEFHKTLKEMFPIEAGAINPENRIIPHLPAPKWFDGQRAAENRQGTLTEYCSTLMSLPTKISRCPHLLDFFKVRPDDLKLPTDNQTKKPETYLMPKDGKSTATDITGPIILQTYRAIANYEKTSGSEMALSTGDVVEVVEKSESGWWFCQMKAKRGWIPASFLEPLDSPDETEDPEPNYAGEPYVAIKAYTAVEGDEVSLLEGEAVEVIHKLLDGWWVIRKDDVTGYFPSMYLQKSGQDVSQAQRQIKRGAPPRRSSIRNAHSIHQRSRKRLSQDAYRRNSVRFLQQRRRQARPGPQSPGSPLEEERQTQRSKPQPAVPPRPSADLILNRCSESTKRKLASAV
# Tb hexokinase = T. brucei hexokinase 1 inhibition | recombinant TbHK1, G6PDH-coupled NADH A340 | hit rate 0.11% among 220,000 | inhibition, % at 10 µM;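 active means inhibition of 50% or more in the single-dose primary screen; inactive means inhibition below 50%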
# Runt-SMMHC FRET = inhibitors of human RUNX1 Runt domain binding to CBFb-SMMHC; Q01196+Q13951; Cerulean-Runt/Venus-CBFb-SMMHC FRET ratio 530/480, 1 h; inhibition, % at 20 µM; hit rate 0.74% among 220,000;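 active means mean inhibition across duplicate retests at 20 µM reaching about 50%, limit read from the data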;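 further: 0% = DMSO wells and 100% = wells with excess untagged CBFb-SMMHC; inhibitors lower the FRET ratio by blocking Runt binding to CBFb-SMMHC; some results filed as inactive read as strong as hits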
# Numbers without * were called inactive; . = no result given; [ ] = another dose, or the depositor's remark.
# Below each compound: Runt-CBFb FRET, Mdm2 ligase inh, Hck-Nef inh, EBV gp42 block, L929 necroptosis, 14-3-3 Bad inh, NCF1 inh, Tb hexokinase, Runt-SMMHC FRET
CCn1cc(C(=O)OC)c(=O)c2cc(S(=O)(=O)N(C)C3CCCCC3)ccc21
    -2, -8, 21, -8, 2.2, 32, -2, -4, 4
CCOC(=O)c1cnc(SC)nc1Oc1cccc(NC(=O)c2cccc(Cl)c2Cl)c1
    0, -13, 1, -11, 1.5, 2, -6, -7, 2
CC(C)NC(=O)c1ccc2c3n(nc2c1)-c1ccccc1CO3
    2, -5, 21, -17, -1.8, 1, -2, -18, -7
COc1ccc(NC(=O)C(=O)NCCN2CCN(C(=O)c3ccco3)CC2)cc1
    2, -22, 27, -4, 0.3, -5, 10, 4, 0
CN(Cc1nccs1)C(=O)CC1C(=O)NCCN1Cc1ccc(-c2ccccc2)cc1 (centres undefined)
    1, -6, 17, -9, -0.4, 5, -9, -2, -1
CCCCc1ccc(NS(=O)(=O)c2cccs2)cc1
    -1, -2, 1, -13, 0.1, 2, -9, 15, -1
C=CCNC(=O)NC(=O)COC(=O)c1nc2nccc(C)n2n1
    1, -9, 11, -25, -0.1, -6, -10, -7, 3
O=C(Nc1ccc2c3c(cccc13)CC2)c1cccc([N+](=O)[O-])c1
    1, -6, 2, 0, 2.4, 5[fluorescence artefact?], -4, -3, 3
CN(Cc1ccccc1)C(=O)COC(=O)C1=NNC(=O)CC1
    -1, -11, -3, -13, 0.2, 26[fluorescence artefact?], -2, 37, 2
Cc1ccc(S(=O)(=O)NCCOc2nc(N(C)C)nc(N3CCOCC3)n2)cc1
    1, -22, 0, -21, 0.1, -8, -3, -5, 3
c1ccc(-n2nnnc2-c2cnc(-c3cccnc3)nc2-c2cccs2)cc1
    -3, -9, -5, -9, ., 1, -6, -7, -2
CCOC(=O)c1cc2c(=O)n3cccc(C)c3nc2n(C)c1=N
    12, -7, 148*, -8, 7.0, 5, -4, -10, 38
N#Cc1nc(-c2ccco2)oc1NCCc1ccccc1
    0, -7, 0, -15, -0.7, -8, -7, -16, 0
COc1ccc(N2C(=O)NC3CC2(C)Oc2ccccc23)cc1OC (centres undefined)
    0, -4, 0, -5, 0.4, -1, -10, -5, -1
CCCc1nnc(NC(=O)C(=O)NCCN(C)C)s1
    1, -8, 11, 0, 0.3, -3, -23, -7, 1
C/C(=N\OC(=O)c1ccc(Br)cc1)c1ccccn1
    0, 5, -5, -22, 0.4, 8, -1, 25, -5
CCOc1cc(CNc2ccc3[nH]c(=O)[nH]c3c2)ccc1OCC(=O)NC(C)(C)C
    4, -12, 4, -17, 1.4, 62, 1, 0, -9
Cc1cccc(N=C2NC(=O)S/C2=C\c2ccco2)c1
    -62, -19, 0, 42, 0.3, -3, -27, -14, -202
C=COCCn1c(=N)n(CCC)c2ccccc21
    -2, -12, 1, 4, -0.2, 12, -4, -1, -1
COC(=O)CSc1nc(C)c(Oc2ccccc2)c(=O)[nH]1
    0, -15, -1, -1, 1.9, 3, 5, -11, 0
COCCNC(=S)N1CCC(NC(=O)c2ccco2)CC1
    0, -11, 20, -18, 1.3, -6, 0, 0, -1
COc1cc(S(=O)(=O)Nc2ccccc2C)ccc1NC(=O)c1ccncc1
    2, -3, 21, 9, -0.5, -4, 0, -6, 2
COC(=O)c1ccc2c(c1O)C(=O)c1ccccc1C2=O
    1, -21, 11, 8, 7.8, 0, 19, -9, -14
O=C(CSc1ccc2c(c1)OCCO2)Nc1ccc(Cl)cn1
    -3, -1, 2, -17, 1.2, 5, -15, 27, -2
Cc1ccc(SCCNS(=O)(=O)c2ccc3c(c2)OCCO3)cc1
    -4, -5, 1, -4, -0.1, 14, -4, -6, -3
COc1cc2c(cc1NC(=O)COC(=O)/C=C/c1ccc([N+](=O)[O-])cc1)oc1ccccc12
    -1, ., 28, -16, 0.0, -1, -9, -10, -3
CC(C)Cn1c(N)c(C(=O)COC(=O)c2cc(C3CC3)nc3ccccc23)c(=O)n(C)c1=O
    -5, ., -21, -5, 2.3, -1, -64, -5, 1
CS(=O)(=O)Nc1nnc(C2CCCC2)s1
    1, -51, 10, -5, 2.4, 4, -1, -3, -2
CCOC(=O)C1=C(c2ccccc2)OC(N)=C(C#N)C1c1cccs1 (centres undefined)
    1, -9, 0, -17, 0.6, 2, -3, -5, -4
O=C(O)c1cc(Nc2nc(N3CCOCC3)nc(N3CCOCC3)n2)ccc1Cl
    -2, -11, 5, -8, 0.5, 4, -7, 4, -1
COc1cc(S(=O)(=O)Nc2ccccc2)ccc1N=Cc1c(C)[nH]n(-c2ccc(C)cc2)c1=O
    -11, -12, 1, 5, -0.2, 6, -15, -8, -19
CSc1nsc(/C=C/Nc2ccc(C)cc2)c1C#N
    3, -5, 3, -27, 0.9, -15, -39, -21, -6
O=c1ccc2cc(O)c(O)cc2o1
    4, ., 25, -6, 0.0, -6, -4, -8, 73*
CC1=C(C(=O)OC(C)C)C(c2cccs2)NC(=S)N1 (centres undefined)
    2, -10, -1, -12, 0.8, 3[fluorescence artefact?], -3, -6, 0
COc1ccc(Cn2c(=S)[nH]c3cc(C(=O)NCc4cccnc4)ccc3c2=O)cc1
    -2, 6, -5, -5, 0.3, 30, -10, -15, -6
CCCc1[nH]nc2c1C(c1ccc(OC(=O)N3CCOCC3)cc1)C(C#N)=C(N)O2 (centres undefined)
    -4, 12, -1, -5, 0.2, -1[fluorescence artefact?], 1, -5, 5
O=C(N/C=C/c1ccco1)OCc1ccccc1
    1, -8, 19, -14, 1.9, -11, -25, -6, -8
CCCCC(=O)N(Cc1ccc2c(c1)OCO2)Cc1nc2ccccc2c(=O)[nH]1
    -2, 5, 19, 12, -0.4, 0, -1, 2, -1
Cc1ccc(S(=O)(=O)N2CCCC2C(=O)OCc2ccco2)cc1 (centres undefined)
    1, -2, -8, -7, -1.3, ., -18, 4, -1
COC(=O)[C@H](Cc1ccccc1)NC(=O)Nc1ccc(C)cc1
    0, -6, -13, -17, -1.3, 3, 6, 6, -4
Cc1c(O)nc2ccccn2c1=O
    0, -16, -11, -11, -0.7, -3, -4, -20, -1
CCNC(=S)NNC(=O)Cc1ccccc1
    -2, -14, -5, -11, 0.7, 1[fluorescence artefact?], -3, 0, 3
COCCCNC(=S)N1CCN(c2ccc([N+](=O)[O-])cc2)CC1
    -1, -5, 2, 0, -0.2, -15, -9, -6, -8
COc1ccc(Cl)cc1NC(=S)NNC(=O)CC(C)C
    2, -24, 6, -1, 2.3, -4, -2, 1, 3
COCC(C)NC(=O)c1cccc(Cl)c1 (centres undefined)
    1, -15, 3, 1, -0.3, 17, 7, 1, 0
CCc1nc2sc3c(=O)[nH]cnc3c2c2c1CSC(C)(C)C2
    17, 3, 19, -100, -0.2, 18, -8, -10, 3
COc1ccc(Cl)cc1NC(=S)N1CCN(c2ncccn2)CC1
    2, -23, 26, 6, 0.8, 4, 5, -8, -3
COc1ccc(-c2ocnc2C(=O)Nc2ccccc2N2CCCCC2)cc1
    -4, -10, 2, -4, 1.8, -3[fluorescence artefact?], -2, -8, -90
Cc1ccc(/C=N/N2C(=O)C3C(C2=O)C2C=CC3C23CC3)o1 (centres undefined)
    1, -2, -1, 4, -0.3, -9, -10, -12, 0
COc1ccc(/C=N\NC(=O)COc2ccc(C(C)(C)C)cc2)cc1Cn1nc(C)cc1C
    -8, -17, 18, -11, 0.9, 6[fluorescence artefact?], -43, -4, -11
Cc1onc(-c2ccccc2Cl)c1C(=O)N1CCN=C1SCc1cccnc1
    0, -5, 8, -26, -0.3, 2, -10, -2, 0
CO/N=C/C1C(=O)NN=C1c1ccccc1 (centres undefined)
    1, -21, 15, -5, -0.5, -1, 2, 5, -4
COc1ccc(/C=N\NC(=O)/C(=C\Nc2nccc(C)n2)NC(=O)c2ccccc2)cc1
    0, -16, -2, -11, 0.5, 11[fluorescence artefact?], 4, -89, 4
Cc1ccc(O)c(C(CC(=O)NC(C)C)c2ccccc2)c1 (centres undefined)
    0, -17, 14, -5, -0.6, -16, -5, 2, -1
CC(C)Nc1nc2nonc2nc1Nc1ccccc1
    2, -4, 11, -21, 0.0, -7, -14, -37, -3
O=C(CCc1nc(-c2ccccc2)no1)Nc1cc(C(F)(F)F)ccc1Cl
    -3, 3, -5, -8, 0.8, 5, -9, 1, -10
O=C(c1ccc(CS(=O)(=O)c2ccccc2)o1)N1CCOCC1
    4, -26, 1, -20, 0.8, -4, -5, 0, -4
COC(=O)c1[nH]c(=O)c2ccccc2c1O
    -1, 17, 10, 6, -0.2, 0, 15, -14, -4
CCOc1ccc(S(=O)(=O)Nc2cc(S(=O)(=O)N(CC)CC)ccc2N2CCCC2)cc1
    -1, 3, 3, -11, 0.5, 2[fluorescence artefact?], -2, 24, 3
COc1cc(NS(=O)(=O)N2CCCC2)cc(OC)c1OC
    4, 4, 9, 8, 1.0, -4, -12, 6, 4
O=C(N/N=C/c1ccccc1)c1cc(-c2ccc3c(c2)OCO3)n[nH]1
    -4, 11, -11, -14, 0.3, 7[fluorescence artefact?], -18, -5, -4
O=C(NCC(=O)N(c1ccccc1)C(C(=O)NC1CCCC1)c1cccnc1)c1ccco1 (centres undefined)
    -1, ., 0, -17, 0.5, -7[fluorescence artefact?], -9, 5, 5

# Another view of 5 compounds above.
smiles,Runt-CBFb FRET,Mdm2 ligase inh,Hck-Nef inh,EBV gp42 block,L929 necroptosis,14-3-3 Bad inh,NCF1 inh,Tb hexokinase,Runt-SMMHC FRET
Cc1onc(-c2ccccc2Cl)c1C(=O)N1CCN=C1SCc1cccnc1,0,-5,8,-26,-0.3,2,-10,-2,0
CCCCC(=O)N(Cc1ccc2c(c1)OCO2)Cc1nc2ccccc2c(=O)[nH]1,-2,5,19,12,-0.4,0,-1,2,-1
O=C(CSc1ccc2c(c1)OCCO2)Nc1ccc(Cl)cn1,-3,-1,2,-17,1.2,5,-15,27,-2
O=C(c1ccc(CS(=O)(=O)c2ccccc2)o1)N1CCOCC1,4,-26,1,-20,0.8,-4,-5,0,-4
CN(Cc1ccccc1)C(=O)COC(=O)C1=NNC(=O)CC1,-1,-11,-3,-13,0.2,26[fluorescence artefact?],-2,37,2

# 2 entries from above, with each value named.
> CCc1nc2sc3c(=O)[nH]cnc3c2c2c1CSC(C)(C)C2
  Runt-CBFb FRET = 17	Mdm2 ligase inh = 3	Hck-Nef inh = 19	EBV gp42 block = -100	L929 necroptosis = -0.2	14-3-3 Bad inh = 18	NCF1 inh = -8	Tb hexokinase = -10	Runt-SMMHC FRET = 3

> Cc1ccc(/C=N/N2C(=O)C3C(C2=O)C2C=CC3C23CC3)o1 (centres undefined)
  Runt-CBFb FRET = 1	Mdm2 ligase inh = -2	Hck-Nef inh = -1	EBV gp42 block = 4	L929 necroptosis = -0.3	14-3-3 Bad inh = -9	NCF1 inh = -10	Tb hexokinase = -12	Runt-SMMHC FRET = 0
